Screening data as filed in PubChem BioAssay.
TRPV1 agonist: HTS Assay for Compounds that Act as Agonists of the Vanilloid Receptor 1 | Transient receptor potential cation channel subfamily V member 1 (Homo sapiens), Q8NER1 | TRPV1-expressing cells, Fluo-8 calcium influx, agonist mode | activation, % at 8.33 µM | actives 0.19% (n = 320,000); in the data active = activation above about 80%; inconclusive = between about 30% and that limit; note: 0% is about no effect
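TRPV1-expressing cells were cultured overnight at 35.5C and loaded with Fluo-8 calcium dye for 40 to 90 min at room temperature. After a 10 s baseline, compound was added and calcium influx was read kinetically for 3 min (ex 480/em 520 nm).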
FLuc counter: qHTS profiling assay for firefly luciferase inhibitor/activator using purifed enzyme and Km concentrations of substrates (counterscreen for miR-21 project). purified FLuc, Km substrates, luminescence inhibition. Potency, µM (titrated, usually from 57.5 µM), for inactives: at the highest dose activity change, negative = inhibition, most hits filed as inhibitors. Luciferin 4-monooxygenase (Photinus pyralis), P08659. AID 588342, 2011. actives 6.9% (n = 360,000);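 note: potency is the fitted concentration of half-maximal effect; plate controls were vehicle for no effect and reference inhibitor for full effect; nearly all actives have a fitted effect of over 55% in size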
Target sequence (P08659 whole entry, looked up): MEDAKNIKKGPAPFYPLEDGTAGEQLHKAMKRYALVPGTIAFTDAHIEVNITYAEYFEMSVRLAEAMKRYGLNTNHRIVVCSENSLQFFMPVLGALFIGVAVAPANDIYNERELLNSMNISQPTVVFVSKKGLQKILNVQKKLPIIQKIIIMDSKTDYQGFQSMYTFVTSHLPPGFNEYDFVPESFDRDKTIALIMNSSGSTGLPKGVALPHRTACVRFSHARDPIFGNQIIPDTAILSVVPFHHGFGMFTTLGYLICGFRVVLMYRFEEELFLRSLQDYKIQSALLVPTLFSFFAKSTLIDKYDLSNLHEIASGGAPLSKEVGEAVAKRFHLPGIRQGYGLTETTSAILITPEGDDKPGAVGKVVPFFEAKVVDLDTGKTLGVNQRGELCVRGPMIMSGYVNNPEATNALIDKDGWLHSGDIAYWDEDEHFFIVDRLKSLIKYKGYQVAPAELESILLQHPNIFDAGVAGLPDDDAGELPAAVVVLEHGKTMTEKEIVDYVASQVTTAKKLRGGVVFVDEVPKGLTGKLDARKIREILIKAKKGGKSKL
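Purified P. pyralis luciferase, 10 nM final, with Km-level 10 uM D-luciferin and 10 uM ATP in 50 mM Tris acetate pH 7.5, 10 mM Mg acetate, 0.01% Tween-20, 0.05% BSA; 6-point qHTS titration about 60 µM downward; luminescence read.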
ELG1 genotoxic: qHTS screen for small molecules that induce genotoxicity in human embryonic kidney (HEK293T) cells expressing luciferase-tagged ELG1; HEK293T ELG1-luciferase reporter, luminescence, 16 h; actives 1.3% (n = 330,000); AID 504466, 2011; Potency, µM (titrated, usually from 46 µM), for inactives: top-dose activity change, positive = activation, most hits filed as activators; note: potency is the fitted concentration of half-maximal effect; % of control where 0% means no effect; nearly all actives have a fitted effect of over 60% in size
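HEK293T cells expressing luciferase-tagged ELG1 were exposed to compound or DMSO vehicle for 16 hr at 37 °C and 5% CO2. Luciferase activity was then measured with ONE-Glo after 30 min at room temperature.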
Tb PFK inh: qHTS Assay to Find Inhibitors of T. brucei phosphofructokinase; ATP-dependent 6-phosphofructokinase (Trypanosoma brucei brucei), O15648; T. brucei PFK, ADP-Glo luminescence; AID 485367, 2010; Potency, µM (top dose mostly 57.5 µM), inactives show at the highest dose activity, negative = inhibition, usual class: inhibitors; actives 0.17% (n = 330,000);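 note: potency is the fitted concentration of half-maximal effect; 0% = uninhibited 1x PFK enzyme wells and -100% = no-enzyme wells; nearly all actives have a fitted effect of over 60% in size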
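In TEA buffer at pH 8.0 with 5 mM MgCl2, enzyme (1.25 nM) converted F6P (0.5 mM) and ATP (0.1 mM) for 45 min at room temperature. ADP product was read by luciferase luminescence.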
p53 reactivation: qHTS assay for re-activators of p53 using a Luc reporter; H1299 p53-A138V BP100-luciferase reporter, luminescence, 24 h; Potency, µM (doses to about 92.2 µM), inactives show top-dose activity change, positive = activation, actives largely listed as activators; actives 0.063% (n = 320,000); note: potency is the fitted concentration of half-maximal effect; % of control where 0% means no effect; nearly all actives have a fitted effect of over 45% in size
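p53-null H1299 cells stably carrying temperature-sensitive p53-A138V and a BP100-luciferase reporter were pinned with compounds (4-point, 1:5 series) and held 24 hrs at 37 deg C. Luminescence was read 10 min after detection reagent.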
Gal4-VP16 FLuc: VP16 counterscreen qHTS for inhibitors of ROR gamma transcriptional activity; AID 2546, 2010; actives 3.5% (n = 310,000); Drosophila S2 Gal4-VP16 UAS-luciferase, luminescence, 20 h; Potency, µM (titrated, usually from 53.6 µM), for inactives: at the top dose activity, negative = inhibition, hits mostly inhibitors;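 note: Gal4-VP16 expression switched on by copper sulfate through the metallothionein promoter; potency is the fitted concentration of half-maximal effect; % is set by controls: 0 for no effect and ±100 for the full control effect; nearly all actives have a fitted effect of over 50% in size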
Rab9 promoter act: qHTS Assay for Rab9 Promoter Activators; Huh7 Rab9 promoter-luciferase reporter, luminescence, 24 h; Potency, µM (top dose mostly 9.22 µM), for inactives: top-dose activation, negative = inhibition, hits mostly activators; actives 2.8% (n = 320,000); AID 485297, 2010; note: potency is the fitted concentration of half-maximal effect; % of control where 0% means no effect; nearly all actives have a fitted effect of over 60% in size
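Luminescence read-out: Huh7 cells stably expressing Rab9-luciferase, treated 24 h with compound at 37 °C, then lysed with luciferase reagent for 10 min at ambient before reading.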
RORgamma inh: qHTS for inhibitors of ROR gamma transcriptional activity; AID 2551, 2010; Nuclear receptor ROR-gamma (Mus musculus), P51450; actives 5.4% (n = 310,000); Drosophila S2 Gal4-RORgamma UAS-luciferase reporter, 20 h; Potency, µM (highest dose often 53.6 µM), without a hit: top-dose activity change, negative = inhibition, hits mostly inhibitors; note: potency is the fitted concentration of half-maximal effect; % is set by controls: 0 for no effect and ±100 for the full control effect; nearly all actives have a fitted effect of over 60% in size
Target sequence (P51450 whole entry, looked up, the tested form may be a part): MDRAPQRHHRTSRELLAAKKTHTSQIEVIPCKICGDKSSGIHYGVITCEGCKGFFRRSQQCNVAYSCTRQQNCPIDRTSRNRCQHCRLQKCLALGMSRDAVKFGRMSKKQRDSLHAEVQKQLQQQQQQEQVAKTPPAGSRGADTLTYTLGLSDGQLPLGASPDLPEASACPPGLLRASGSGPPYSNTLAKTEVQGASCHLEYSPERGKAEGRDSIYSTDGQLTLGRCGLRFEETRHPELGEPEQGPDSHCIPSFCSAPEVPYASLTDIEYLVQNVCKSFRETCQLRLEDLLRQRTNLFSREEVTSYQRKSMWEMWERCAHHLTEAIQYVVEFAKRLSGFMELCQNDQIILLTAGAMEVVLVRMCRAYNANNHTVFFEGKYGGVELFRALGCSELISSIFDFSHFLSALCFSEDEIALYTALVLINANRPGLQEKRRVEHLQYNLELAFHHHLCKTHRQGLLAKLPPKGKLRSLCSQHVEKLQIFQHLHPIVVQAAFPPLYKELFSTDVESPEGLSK
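Compounds are pin-transferred onto Drosophila Schneider cells expressing a copper-inducible Gal4–ROR gamma transactivation domain fusion. After 1 hr, copper sulfate is added to 700 uM final; luciferase is read 20 hr later.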
BRCA1 expr up: qHTS Assay to Identify Small Molecule Activators of BRCA1 Expression; actives 1.1% (n = 380,000); Potency, µM (highest dose often 46.1 µM), without a hit: top-dose activation, hits mostly activators; MCF7-BRCA1-FFLuc reporter, luminescence, 48 h; response scale: scaled: vehicle 0%, 10 µM genistein 100%; note: potency is the fitted concentration of half-maximal effect; nearly all actives have a fitted effect of over 80% in size; some results filed as inactive show a strong effect at the top dose
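MCF7-BRCA1-FFLuc cells, 2000/well in phenol-red-free MEM, attached 2 h then treated 48 h at 37 C. Luciferase luminescence read 15 min after reagent; normalized to genistein maximum activation (10microM) and DMSO, concentration-response fitted.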
ELG1 repair inh: qHTS screen for small molecules that inhibit ELG1-dependent DNA repair in human embryonic kidney (HEK293T) cells expressing luciferase-tagged ELG1; HEK293T ELG1-luciferase reporter, luminescence, 16 h; DNA damage induced by 5-fluorouridine; Potency, µM (titrated, usually from 46.1 µM), inactives show at the highest dose activity change, negative = inhibition, hits mostly inhibitors; actives 2.3% (n = 330,000); note: potency is the fitted concentration of half-maximal effect; % is set by controls: 0 for no effect and ±100 for the full control effect; nearly all actives have a fitted effect of over 55% in size
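DMSO vehicle served as the neutral condition. Each well held 2,000 cells given 5-fluorouridine plus compound; after 16 hr at 37 °C/5% CO2, ONE-Glo was added and luciferase measured 30 min later.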
NPC1 promoter act: qHTS Assay for NPC1 Promoter Activators; Huh7 NPC1 promoter luciferase reporter, 24 h; actives 2.4% (n = 320,000); AID 485313, 2010; Potency, µM (highest dose often 9.22 µM), without a hit: at the top dose activation, actives largely listed as activators;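 note: potency is the fitted concentration of half-maximal effect; % of control where 0% means no effect; nearly all actives have a fitted effect of over 60% in size; reporter is driven by a mutant NPC1 promoter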
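Luciferase expression driven by the NPC1 promoter was measured in stably transfected Huh7 cells after a 24 h compound incubation, using a luciferase reagent and a luminescence read.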
An asterisk follows results filed as active; ? = inconclusive; . = not tested or not shown; [ ] = another dose, or the depositor's remark. Unless noted, calls come from the whole dose curve; as a rule, active = well fitted curve in the direction sought with a large enough effect; inconclusive = small, poorly fitted or top-dose-only effect, or another doubt; inactive = no such curve, though single readings can be large; an effect the other way counts as inactive or inconclusive.

SMILES	TRPV1 agonist	FLuc counter	ELG1 genotoxic	Tb PFK inh	p53 reactivation	Gal4-VP16 FLuc	Rab9 promoter act	RORgamma inh	BRCA1 expr up	ELG1 repair inh	NPC1 promoter act
S=c1[nH]nc(-c2ccco2)n1/N=C/c1c(Cl)cccc1Cl	0	-5%	-2%	3%	5%	1%	2%	20%	-37%	-17%	0%
O=C(CCN1C(=O)/C(=C/c2ccccc2Cl)SC1=S)NN1CCOCC1	0	-19%	-1%	1%	14%	-12%	-9%	-2%	8%	15%	-4%
Cn1c(SCC(=O)NC2CCCCC2)nnc1-c1ccncc1	0	4%	-3%	-5%	6%	4%	3%	3%	28%	16%	-4%
CCOc1ccc(C(=O)Cc2ccc3oc(C(=O)O)cc3c2)c(O)c1	0	?	-4%	-2%	-10%	-24%	-2%	-2%	-11%	11%	3%
COC(=O)c1ccc(S(=O)(=O)N2CCC(O)CC2)n1C	.	-1%	-1%	1%	-2%	3%	-3%	5%	-5%	?	-6%
Cc1cccc(C)c1NC(=O)CN(C)C(=O)c1ccc(COc2ccccc2)cc1	-1	-19%	4%	2%	2%	5%	25%	42%	76%	?	16%
Nc1ccc(CCS(N)(=O)=O)cc1	1	2%	2%	-1%	-6%	-9%	3%	8%	-1%	0%	2%
CCOC(=O)/C(C#N)=C\C1=C(N2CCOCC2)CC(C)(C)OC1	0	-1%	3%	-2%	1%	3%	-2%	-29%	-1%	?	-3%
C=CCOc1ccccc1CNc1cccc(F)c1	12	2%	3%	3%	2%	?	-1%	-3%	-36%	14%	0%
COc1cccc(CN(C)CC(=O)Nc2sc3c(c2C#N)CCC3)c1OC	?	-12%	2%	-4%	23%	5%	-9%	1%	-3%	12µM*	-8%
O=C(Nc1ccnn1C1CCN(Cc2ccc3nonc3c2)CC1)c1cccc(F)c1	2	7%	-13%	-3%	-5%	-1%	-2%	13%	1%	-29%	-3%
O=C(Cc1ccc(Cl)cc1)NCCS(=O)(=O)N1CCN(c2ccccc2)CC1	10	10%	0%	1%	-2%	.	-3%	.	-23%	0%	2%
COc1ccc(OC)c(S(=O)(=O)N2CCC(C(=O)N3CCCCCC3)CC2)c1	3	2%	5%	-6%	3%	11%	0%	9%	-17%	7%	2%
CCN(CC)CCn1cnc2c([nH]c3cccc(OC)c32)c1=O	-2	3%	-1%	-3%	8%	-4%	3%	-3%	3%	8%	1%
c1coc(C2=NCCc3ccccc32)c1	2	-7%	11%	3%	.	17%	0%	?	-4%	3%	2%
COc1cccc(N2CCN(c3ccc(S(=O)(=O)N4CCCC4)cc3)CC2)c1	-1	0%	-3%	-2%	0%	5%	14%	-2%	4%	8%	1%
COc1ccccc1NC(=O)Nc1nc(CC(=O)Nc2ccc(F)c(F)c2)cs1	0	-19%	-3%	0%	9%	.	-6%	.	-31%	4.6µM*	1%
Cc1ccc(C(=O)NCC(=O)OCC(=O)c2ccc(Cl)s2)cc1	8	?	0%	0%	8%	.	1%	.	-6%	10%	10%
O=C(NN=C1CCN(Cc2ccccc2)CC1)c1cccc(S(=O)(=O)Nc2ccccc2Cl)c1	-8	4%	0%	0%	9%	?	-3%	?	-11%	8%	-4%
O=C(Nc1c(F)cc(F)cc1Br)c1cc(S(=O)(=O)N2CCN(c3ccccn3)CC2)ccc1F	3	4%	-10%	-2%	-2%	-18%	-2%	?	3%	?	-11%
COCc1cnc(C)nc1N	1	1%	1%	1%	0%	-5%	-5%	-4%	0%	6%	-3%
OC1(c2ccccc2)c2ccccc2-c2ncccc21 (centres undefined)	-1	0%	-1%	3%	2%	9%	2%	7%	1%	7%	-1%
COc1ccc(C2CC(=O)N3CN(c4ccc(C)c(Cl)c4)CSC3=C2C#N)cc1OC (centres undefined)	-1	?	8%	-3%	1%	22%	0%	-18%	-19%	8%	-1%
C#CCOCCOCCOCCNc1nc(N2CCN(C(=O)[C@H](Cc3cc4ccccc4[nH]3)n3cc([C@@H](N)Cc4ccc(O)cc4)nn3)CC2)nc(N2CCN(C(=O)[C@H](Cc3cc4ccccc4[nH]3)n3cc([C@@H](N)CC(C)C)nn3)CC2)n1	-2	2%	5%	-14%	-2%	-14%	-7%	-1%	-19%	?	-4%
CCOC(=O)C1CCN(C(=O)CCCn2nc(C)c3c(C)n(-c4ccc(C)cc4)nc3c2=O)CC1	-3	0%	-1%	0%	-37%[inhibitor]	-3%	-11%	-3%	-3%	-5%	-3%
CSCCC(NC(=O)c1cc([N+](=O)[O-])cc([N+](=O)[O-])c1)c1nc2ccccc2[nH]1 (centres undefined)	1	-1%	-5%	11%	25%	25µM*	-3%	31%	-40%	?	0%
C=CCOC(=O)C(C#N)c1nc2ccccc2nc1N1CCN(Cc2ccccc2)CC1 (centres undefined)	1	-1%	-18%	9%	4%	2%	0%	-7%	-33%	?	0%
CC1(C)CC(CCNS(=O)(=O)c2ccccc2)(c2ccccc2)CCO1 (centres undefined)	6	0%	1%	0%	4%	?	0%	23%	-22%	-4%	2%
CCc1ccc(-n2c(=O)c3c(C)c(C(=O)N(C)C)sc3n(CC(=O)NCc3ccco3)c2=O)cc1	-7	1%	10%	-8%	-29%	-5%	5%	-5%	-13%	3%	-2%
C=CCn1c(O)c(N=Nc2nc3ccccc3c(=O)n2-c2ccccc2)c2ccccc21	0	2%	-1%	2%	1%	-24%	-2%	?	-22%	-28%	2%
COc1cc(CNCCCCO)ccc1OCc1ccccc1F	3	-11%	?	5%	-1%	18%	?	-1%	56%	?	20%
CCCCNC(=O)Nc1c(C)cc(SC#N)cc1C	-1	-3%	0%	-14%	4%	0%	-5%	?	-10%	7%	0%
Cc1cc(C(=O)OCC(=O)Nc2cccc(S(=O)(=O)N(C)C)c2)c2ccccc2n1	16	-3%	-4%	-1%	1%	-20%	2%	23%	-47%	-10%	-9%
CC1CCN(CCNC(=O)c2ccc(NC(=O)C3CCCO3)cc2)CC1 (centres undefined)	-1	-2%	0%	-4%	?	.	-5%	16%[0.365 µM]	4%	16%	0%
CCOC(=O)C1=C(C)S/C(=C\N(C)C)C1=O	4	0%	-4%	4%	5%	-9%	2%	27%	7%	4%	3%
NC(=O)c1ccc(NC(=O)COC(=O)CNC(=O)c2sc3ccccc3c2Cl)cc1	-2	6.7µM*	1%	0%	1%	.	-9%	.	2%	18%	-2%
Cc1cc(C)n2c(SCC(=O)N(C)C3CCCCC3)nnc2n1	2	-1%	0%	4%	-3%	-5%	1%	-5%	-3%	-6%	1%
COc1ccc(S(=O)(=O)N2CCOCC2)cc1NC(=O)COC(=O)c1ccc(C)s1	2	2%	-2%	3%	-3%	2%	4%	15%	-9%	16%	0%
CC(C)OC(=O)CSc1nnc(-c2ccccn2)n1N	-1	-5%	3%	-4%	11%	-18%	-5%	-42%	-13%	13%	-1%
Oc1c(C=Nc2ccccc2)sc2ccccc12	-3	3%	2%	5%	-3%	-10%	-4%	1%	20%	4%	-4%
CCOC(=O)C1CCN(S(=O)(=O)c2ccc(NC(C)=O)c(Cl)c2)CC1	3	0%	-10%	1%	-5%	-11%	-3%	7%	-2%	?	0%
CCSC1=C(C#N)C(c2ccccc2OC)CC(=O)N1 (centres undefined)	1	2%	1%	0%	-8%	5%	2%	27%	2%	11%	-6%
C=CCn1c(C23CC4CC(CC(C4)C2)C3)n[nH]c1=S	0	-2%	-4%	-1%	8%	2.5µM*	3%	2.8µM*	-13%	-17%	-5%
Cc1cc(C)n(CCNC(=O)CC2C(=O)NCCN2CC2CCCCC2)n1 (centres undefined)	1	-1%	-3%	0%	0%	-4%	-1%	-13%	-1%	10%	-3%
NNC(=O)c1sc(-c2ccccc2)cc1N	0	?	5%	0%	-2%	?	21%	?	0%	-5%	16%
Cc1[nH]nc(SCC(=O)N(C)c2ccccc2)c1[N+](=O)[O-]	12	-7%	3%	-1%	-5%	-1%[10 µM]	1%	25%	-27%	-4%	2%
